Source: PubChem
GDH-TPI counter: counter-screen for M. tuberculosis FBA inhibitors: GDH-TPI coupled enzymes | actives 1.2% (n = 360,000) | inhibition, % at 4.8 µM | AID 588335 | GDH-TPI coupled enzyme counterscreen, NADH absorbance;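 note: 0% = DMSO wells and 100% = wells lacking the enzyme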
VHR inh abs: inhibitors of human VHR1 phosphatase (DUSP3); P51452; recombinant VHR phosphatase, pNPP absorbance; inhibition, % at 13.3 µM; actives 0.52% (n = 290,000); AID 1654; in the data active = inhibition above about 50%; note: some compounds called inactive have numbers as strong as hits
Rv3671c protease: inhibits the M. tuberculosis serine protease Rv3671c. inhibition, % at 5.96 µM. actives 0.048% (n = 320,000). AID 2606; in the data active = inhibition above about 38%;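 note: extracellular domain of Rv3671c used as enzyme; 0% = enzyme with DMSO and 100% = no enzyme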
Target sequence (P9WHR9 whole entry, looked up, the tested form may be a part): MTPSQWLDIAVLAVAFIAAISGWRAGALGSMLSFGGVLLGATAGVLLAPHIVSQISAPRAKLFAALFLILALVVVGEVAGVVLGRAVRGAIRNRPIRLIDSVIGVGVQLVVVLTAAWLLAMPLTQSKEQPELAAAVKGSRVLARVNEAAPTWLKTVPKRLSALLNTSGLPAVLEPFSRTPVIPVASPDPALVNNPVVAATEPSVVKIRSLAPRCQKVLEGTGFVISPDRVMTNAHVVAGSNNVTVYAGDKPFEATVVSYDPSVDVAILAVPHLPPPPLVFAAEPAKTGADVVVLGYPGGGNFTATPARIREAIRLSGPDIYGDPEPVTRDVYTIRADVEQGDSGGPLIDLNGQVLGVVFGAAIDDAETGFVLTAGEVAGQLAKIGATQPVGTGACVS
BioA inh: blocks M. tuberculosis BioA enzyme activity | purified M. tuberculosis BioA enzyme, plate reader | inhibition, % at 9.99 µM | actives 0.096% (n = 360,000); in the data active = inhibition above about 40%; inconclusive = no clear call, values can overlap the other calls
Mtb UGM inh: blocks M. tuberculosis UGM enzyme | purified UGM, fluorescence polarization probe displacement | inhibition, % at 10 µM | actives 0.06% (n = 320,000) | AID 504406; in the data active = inhibition above about 10%, passing the limit was not always enough; inconclusive = no clear call, values can overlap the other calls
Target sequence (P9WIQ1 whole entry, looked up): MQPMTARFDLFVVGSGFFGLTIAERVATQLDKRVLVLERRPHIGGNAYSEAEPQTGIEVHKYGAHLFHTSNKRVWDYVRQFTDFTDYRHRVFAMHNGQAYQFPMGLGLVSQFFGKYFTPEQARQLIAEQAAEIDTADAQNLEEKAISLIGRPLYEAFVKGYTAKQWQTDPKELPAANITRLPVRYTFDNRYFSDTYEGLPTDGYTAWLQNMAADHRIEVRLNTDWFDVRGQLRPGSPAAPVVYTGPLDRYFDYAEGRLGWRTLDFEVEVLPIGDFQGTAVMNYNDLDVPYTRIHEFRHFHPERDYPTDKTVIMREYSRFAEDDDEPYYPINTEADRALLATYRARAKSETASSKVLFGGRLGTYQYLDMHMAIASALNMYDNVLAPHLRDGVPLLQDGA
CCHF vOTU inh: CCHFV vOTU protease inhibition. Pep-AMC fluorescence. inhibition, % at 11.5 µM. actives 0.55% (n = 370,000); note: 0% = vehicle wells with enzyme and 100% = no enzyme wells
BoNT F protease: BoNT F light chain protease inhibition | AID 588497 | actives 0.22% (n = 360,000) | inhibition, % at 10 µM | Multiplex microsphere protease cleavage assay, flow cytometry; in the data active = inhibition above about 35%, passing the limit was not always enough; inconclusive = no clear call, values can overlap the other calls; note: plate controls were buffer without enzyme for full effect and enzyme alone for no effect
Mtb FBA inh: inhibits M. tuberculosis FBA enzyme; P9WQA3; purified M. tuberculosis FBA, fluorescence read-out; inhibition, % at 1 µM; actives 2.3% (n = 360,000); in the data active = inhibition above about 27%;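 note: 0% = vehicle and 100% = reference inhibitor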
FadD28 FP inh: blocks FadD28 binding to the bisubstrate probe; fluorescence polarization; inhibition, % at 12.5 µM; actives 0.22% (n = 360,000); AID 588549; in the data active = inhibition above about 8.5%, passing the limit was not always enough; inconclusive = no clear call, values can overlap the other calls
MazF activator: MazEF (E. coli) toxin RNase activation | FAM/BHQ RNA-DNA oligo cleavage fluorescence, 5 h | activation, % at 20 µM | P0AE70 | AID 504720 | actives 0.32% (n = 350,000); in the data active = activation above about 50%
Target sequence (P0AE70 whole entry, looked up): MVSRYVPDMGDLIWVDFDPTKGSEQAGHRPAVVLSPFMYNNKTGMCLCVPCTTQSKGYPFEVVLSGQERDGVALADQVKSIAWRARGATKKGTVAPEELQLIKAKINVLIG
Active calls of the source: *; u = inconclusive; x = not tested or not shown; & = joins results of further samples. Cut-off read from the data, not from the text of the source, unless noted: active = inhibition above about 30%; inactive = the rest.

SMILES	GDH-TPI counter	VHR inh abs	Rv3671c protease	BioA inh	Mtb UGM inh	CCHF vOTU inh	BoNT F protease	Mtb FBA inh	FadD28 FP inh	MazF activator
Cc1ccc2oc(=O)c(/C=C(\O)c3ccco3)nc2c1	24	-5	4	-0.6	-0.3	-3	u	1	-2.7	14
CN(C)c1cccc(N(C)C)c1CNC(=O)C(C)(C)C	-4	28	-3	0.5	-0.9	7	-6	2	-1.7	1
CCC1CCCCN1C(=O)COc1ccc(N(C)S(=O)(=O)c2ccc(C)cc2)cc1 (stereo not drawn)	0	28	8	1.7	-3.0	17	16	0	0.6	10
COc1ccc2cc(CCNC(=O)C(C)(C)C)c(=O)[nH]c2c1	-5	16	-6	-0.7	-1.1	20	-1	6	0.7	6
COCCCNC(=S)N(Cc1ccccc1)Cc1ccc(F)cc1	-5	26	-6	x	-1.3	-6	-7	-1	-2.6	4
CCCCOC(=O)Nc1nnc(CC)s1	10	-4	3	-0.1	1.2	-8	-1	-1	0.7	-1
CCOc1ccc(-c2nc3c(s2)CCc2onc(-c4ccc(OC)cc4)c2-3)cc1	4	x	0	3.1	0.9	-1	-4	2	-0.5	-5
Cc1ccccc1N1CCN(S(=O)(=O)C[C@]23CCC(CC2NC(=O)[C@@H](N)CCS(C)(=O)=O)C3(C)C)CC1 (stereo partly drawn)	-5	x	4	0.1	-0.3	-4	-9	2	-1.9	2
CN(C)c1ccc(C(=N)Cc2ccc3ccccc3n2)cc1	10	x	x	x	x	14	16	-2	-1.8	-71
Cc1cc(=O)oc2cc(OCC(=O)NC3CC(C)(C)NC(C)(C)C3)c(Cl)cc12	16	-2	1	-0.7	1.8	17	-1	10	2.1	2
Cn1ncc2c(=O)[nH]cnc21	7	-3	2	x	-0.3	-3	0	-1	0.2	-5
Cc1nn(Cc2ccccc2Cl)c2sc(C(=O)NC(C)(C)C)cc12	-6	19	-15	x	-2.7	3	-4	3	-4.7	-1
CC(C(=O)N1CCN(c2ccccc2)CC1)N1C(=O)C2CC=CCC2C1=O (stereo not drawn)	-13	15	1	-0.7	3.1	-11	-3	-2	-0.5	12
CCOC(=O)C(=O)N1CCC(C(=O)OC)CC1	-1	-2	-1	x	1.1	-12	1	-2	1.3	-5
CCCCC1=CC2=CC(=O)C(C)(OC(=O)CC)C(=O)C2=CN1C(CO)CO (stereo not drawn)	0	-12	-16	0.6	-2.0	6	-6	-3	-2.9	-6
Cc1ccc(NC(=O)c2cccc(S(=O)(=O)N3CCCc4ccccc43)c2)nc1	5	x	-5	-1.0	2.7	11	-11	-2	-2.6	1
O=C(N/N=C/c1cccc(OC2CSC2)c1)c1ccccc1O	25	-3	-13	-1.4	0.9	2	-9	-4	-0.5	2
C[n+]1c(-c2ccccc2)c2cc(N)ccc2c2ccc(N)cc21	21	29	74*	34	-1.4	105*	-169	-7	13*	-64
Cc1ccc(CNC(=O)c2cccc(-n3cnnn3)c2)cc1	-6	-8	-12	-0.7	-5.3	-8	0	-7	-1.9	4
CCOCc1c(C(=O)Nc2ccc3nc(N4CCOCC4)sc3c2)oc2ccccc12	29	x	13	-1.2	1.3	15	-4	1	0.0	7

13 compounds from above, sorted by heavy-atom count, high to low.
SMILES	GDH-TPI counter	VHR inh abs	Rv3671c protease	BioA inh	Mtb UGM inh	CCHF vOTU inh	BoNT F protease	Mtb FBA inh	FadD28 FP inh	MazF activator
Cc1ccccc1N1CCN(S(=O)(=O)C[C@]23CCC(CC2NC(=O)[C@@H](N)CCS(C)(=O)=O)C3(C)C)CC1 (stereo partly drawn)	-5	x	4	0.1	-0.3	-4	-9	2	-1.9	2
CCOCc1c(C(=O)Nc2ccc3nc(N4CCOCC4)sc3c2)oc2ccccc12	29	x	13	-1.2	1.3	15	-4	1	0.0	7
CCC1CCCCN1C(=O)COc1ccc(N(C)S(=O)(=O)c2ccc(C)cc2)cc1 (stereo not drawn)	0	28	8	1.7	-3.0	17	16	0	0.6	10
CCOc1ccc(-c2nc3c(s2)CCc2onc(-c4ccc(OC)cc4)c2-3)cc1	4	x	0	3.1	0.9	-1	-4	2	-0.5	-5
Cc1cc(=O)oc2cc(OCC(=O)NC3CC(C)(C)NC(C)(C)C3)c(Cl)cc12	16	-2	1	-0.7	1.8	17	-1	10	2.1	2
CCCCC1=CC2=CC(=O)C(C)(OC(=O)CC)C(=O)C2=CN1C(CO)CO (stereo not drawn)	0	-12	-16	0.6	-2.0	6	-6	-3	-2.9	-6
COCCCNC(=S)N(Cc1ccccc1)Cc1ccc(F)cc1	-5	26	-6	x	-1.3	-6	-7	-1	-2.6	4
O=C(N/N=C/c1cccc(OC2CSC2)c1)c1ccccc1O	25	-3	-13	-1.4	0.9	2	-9	-4	-0.5	2
Cc1ccc(CNC(=O)c2cccc(-n3cnnn3)c2)cc1	-6	-8	-12	-0.7	-5.3	-8	0	-7	-1.9	4
Cc1ccc2oc(=O)c(/C=C(\O)c3ccco3)nc2c1	24	-5	4	-0.6	-0.3	-3	u	1	-2.7	14
CCOC(=O)C(=O)N1CCC(C(=O)OC)CC1	-1	-2	-1	x	1.1	-12	1	-2	1.3	-5
CCCCOC(=O)Nc1nnc(CC)s1	10	-4	3	-0.1	1.2	-8	-1	-1	0.7	-1
Cn1ncc2c(=O)[nH]cnc21	7	-3	2	x	-0.3	-3	0	-1	0.2	-5

Additional entries.
SMILES	GDH-TPI counter	VHR inh abs	Rv3671c protease	BioA inh	Mtb UGM inh	CCHF vOTU inh	BoNT F protease	Mtb FBA inh	FadD28 FP inh	MazF activator
O=C(COC(=O)Cc1ccc(Br)cc1)NC1CCCC1	10	x	8	0.6	-0.4	4	0	3	0.8	37
O=C(Cc1ccccc1)NNC(=O)C1CCN(c2ncccn2)CC1	-7	22	1	x	-2.5	2	-1	6	-4.3	-2
CN(C)c1ccc(NC(=O)CSc2nnc(-c3cccs3)n2Cc2ccco2)cc1	6	20	6	x	-0.6	-7	-4	0	1.2	-3
CCCNS(=O)(=O)c1cc2c(cc1Br)CCN2C(=O)CC	8	x	x	-0.1	x	-4	-10	1	1.0	0
O=C(CSc1ncnc2c1nnn2Cc1ccccc1F)NCC1CCCO1 (stereo not drawn)	2	18	-5	5.6	2.0	-11	16	-3	-3.9	8
Cc1cccc(N(C)S(=O)(=O)c2ccc3c(c2)NC(=O)CC(=O)N3)c1	-8	12	2	3.4	-1.6	-7	0	3	-2.6	9
CCn1nc(C)c(C2C(C#N)=C(N)Oc3n[nH]c(C)c32)c1C (stereo not drawn)	4	-2	-1	x	-2.3	2	-10	1	1.3	5
COc1ccc(Nc2c3ccccc3nc3ccccc23)cc1	7	-4	2	5.0	-0.7	-13	-39	10	-1.4	18
CCCN1C(=O)c2cc(C(=O)NC3CCCCCC3)ccc2C1O (stereo not drawn)	1	36	0	0.2	2.9	-5	3	7	1.0	7
CC(C)=CCN1CCNC(=O)C1CC(=O)NCc1nc(C)c(C)s1 (stereo not drawn)	5	31	1	x	5.0	-7	-5	0	-3.3	1
CCOC(=O)c1c(NC(=S)Nc2ccc(C)cc2)sc2c1CCC2	3	-5	0	x	-1.2	-7	2	-1	-2.2	0
CC1(C(=O)Nc2ccc3c(c2)OCCO3)CCN1C(=O)c1ccccc1CCc1ccccc1 (stereo not drawn)	4	x	x	-1.3	x	0	6	-5	-4.1	x
Cc1c(C(=O)Nc2ccccc2)sc2ncn(CC(=O)N3CCCCC3)c(=O)c12	11	-27	-13	0.9	3.3	12	11	-3	-4.6	2
COc1ccc(Br)cc1/C=C/C(=O)NCC(=O)O	4	3	-2	x	-2.1	-4	-2	5	0.1	-7
CC1(C)Cc2c(sc3nc(-c4cccs4)n(N)c(=O)c23)CO1	30	12	-11	-0.2	-2.5	9	6	1	-3.1	8
O=C(/C=C/c1ccco1)NC(=S)Nc1ccc(C(=O)O)cc1	1	30	-1	x	3.3	7	-9	-1	5.3	1
CCn1c(SCC(=O)NCc2cccs2)nnc1-c1cccs1	2	7	6	x	-2.2	-4	0	1	-1.0	0
C/C(=N\N1CCN(c2ccccc2)CC1)c1ccncc1	0	22	13	x	2.0	-11	-2	-2	0.0	-2
CCOC(=O)CSc1nc(C(C)(C)C)cc(C(F)(F)F)c1C#N	0	10	-4	x	0.3	-6	-5	-4	-1.9	0
O=C(/C=C/c1ccc(Cl)cc1)N(c1ccccn1)C1CCCCC1	5	14	-3	-0.6	-2.5	6	-5	-8	-5.3	2
COc1cccc(NC(=O)CN(C)C(=O)CSc2ccc3c(c2)OCCO3)c1	16	x	1	-6.1	0.8	-4	-2	4	-0.4	2
Cc1nc2c(-c3ccc(F)cc3)c(C)nn2c(C)c1CCC(=O)NC(C)CCc1ccco1 (stereo not drawn)	2	21	-3	0.5	1.1	1	3	2	-0.1	5
Cc1noc(C)c1NC(=O)N(C)C[C@H]1Oc2ccc(NC(=O)Cn3cnnn3)cc2C(=O)N([C@H](C)CO)C[C@@H]1C	7	x	0	1.4&0.1	1.3	-7	-1	-1	-0.4	-3
COc1cccc(NC(=O)COC(=O)C2C3CC4OC(=O)C2C4C3)c1 (stereo not drawn)	-14	21	-2	-0.1	2.0	-2	1	0	-4.7	4
Cc1ccc(CN2CCN(C(=O)c3ccco3)CC2)cc1	6	18	7	0.1	-2.4	-10	1	-1	-1.8	-9
CSc1nc2ccc(S(=O)(=O)N3CCCC3)cc2s1	8	-8	0	-1.2	-2.0	-5	-8	2	-1.3	7
Cc1nc2nc[nH]n2c(=O)c1NS(=O)(=O)c1ccc(C(C)(C)C)cc1	-6	-6	-1	-0.1	-1.6	3	-3	-2	1.2	6
COc1ccc(-c2nnc(NC(=O)C3CC3)o2)cc1	15	8	-8	x	-1.8	-11	4	-1	0.0	5
Cc1ccc2c(c1)N(Cc1ccccn1)C(=O)C(C)O2 (stereo not drawn)	11	14	1	-4.9	1.7	-4	-5	1	-1.0	4
Cc1ccc(NC(=O)CSc2nnc3ccc(-c4ccncc4)nn23)cc1	6	x	x	-1.5	x	6	15	0	0.0	4
CCC(C)n1cnc2c(c1=O)c1nc3ccccc3nc1n2Cc1ccccc1OC (stereo not drawn)	14	18	3	-0.4	-0.2	11	5	3	-0.7	5
COc1ccc(-c2nnn(-c3ccc(Cl)cc3Cl)c2N)cc1	-5	26	-6	x	3.3	4	u	2	-0.3	10
CCOC(=O)CSc1nnc(Cc2cc(=O)[nH]c(=O)[nH]2)n1-c1cccc(OC)c1	4	3	-4	-2.7	1.4	-2	-1	2	1.0	-6
CC(Sc1nc(-c2ccccc2)cc(C(F)(F)F)n1)C(=O)Nc1sc2c(c1C(N)=O)CCC2 (stereo not drawn)	0	-8	-4	x	2.1	11	-3	2	0.6	1
